# Bioassay records as filed in PubChem.
# Giardia FBPA inh = blocks Giardia fructose-bisphosphate aldolase activity | 290,000 tested, 0.71% active | A8B2U2 | AID 2451 | Potency, µM (titrated, usually from 59.6 µM), inactives show at the highest dose activity, negative = inhibition, actives largely listed as inhibitors | purified Giardia FBPA; active means well fitted inhibition curve with a large enough effect; inconclusive means small, poorly fitted or top-dose-only effect, or effect the other way; further: nearly all actives have a fitted effect of over 55% in size
# Target sequence (A8B2U2 whole entry, looked up): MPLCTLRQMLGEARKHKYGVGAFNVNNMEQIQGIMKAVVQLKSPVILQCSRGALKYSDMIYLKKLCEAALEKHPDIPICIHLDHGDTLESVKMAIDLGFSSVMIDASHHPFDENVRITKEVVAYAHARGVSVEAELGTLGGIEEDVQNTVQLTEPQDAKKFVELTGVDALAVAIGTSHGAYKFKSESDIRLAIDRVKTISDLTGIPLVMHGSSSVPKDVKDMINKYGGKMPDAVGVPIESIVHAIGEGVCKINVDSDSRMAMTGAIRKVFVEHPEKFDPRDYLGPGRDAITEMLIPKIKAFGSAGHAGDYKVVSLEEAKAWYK
#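 40 nM FBPA preincubated 10 min at RT with compound (up to 57.5 uM final), then substrate plus GAPDH/TPI/NAD/arsenate coupling and diaphorase/resazurin added. Fluorescence read after 20 min at RT, 525/598 nm.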
# Numbers without * were called inactive; ? = inconclusive; & = joins results of further samples; [ ] = dose if it differs, or a comment. On the % scale 0 is the no-effect control and ±100 the full control effect; potency means the concentration at half of the fitted maximal effect. The list is partial (hit frequency here may not be typical).
Molecule | Giardia FBPA inh
C=C(C)C1CC=C(CO)CC1 (stereo not given) | -1%
CN(Cc1ccco1)c1cc(-c2cccc(NS(C)(=O)=O)c2)ncn1 | -5%
O=c1oc2cc(O)ccc2cc1-c1ccc2c(c1)OCCO2 | 4%
CN1CCCC2(CCN(C(=O)c3ccncc3)CC2)C1 | -6%
COc1cccc2c1C(=O)c1c(O)c3c(c(O)c1C2=O)C[C@](O)(C(C)=O)C[C@H]3O[C@@H]1C[C@H](N)[C@H](O)[C@H](C)O1 | -16%[21.7 µM]
CC(C)CC(=O)N[C@H](C(=O)N[C@H](C(=O)N[C@@H](CC(C)C)[C@H](O)CC(=O)N[C@@H](C)C(=O)N[C@@H](CC(C)C)[C@H](O)CC(=O)O)C(C)C)C(C)C | 6%[21.7 µM]
COC(=O)N[C@@H](CCc1ccccc1)[C@]1(C(C)=O)CCCC1=O | 2%
Cc1ccccc1-c1ccc2ncnc(N3CCOCC3)c2c1 | 1%
COC(=O)[C@H](COC(C)(C)C)NC(=O)O[C@@H]1C(=O)c2cc(OC)ccc2O[C@H]1c1cccc(OC)c1 | -2%
CCC1=C2CC[C@H]3C(=O)N(C)C(=O)[C@H]3[C@H]2[C@@]2(Cc3ccccc3)C(=NCC3CC3)OC(=O)N2C1=O | 0%
COc1ccc(Cl)cc1N=Nc1ncc[nH]1 | -6%
COC(=O)[C@@H]1C[C@@]2(O)[C@@H](O)[C@@H](O)[C@@H](O)C[C@H]2N1Cc1cc(F)ccc1F | -12%

# Additional structures
Molecule | Giardia FBPA inh
COc1ccc2[nH]cc(CCNc3cc(-c4cccc(C#N)c4)ncn3)c2c1 | -21%
COc1cccc([C@@H]2Oc3ccc(OC)cc3C(=O)[C@H]2OC(=O)N[C@H]2CCCc3ccccc32)c1 | -5%
Cc1nn(-c2ccccc2)c(C)c1/C=N/N1CCN(Cc2ccccc2)CC1 | 1%
COc1ccc2[nH]cc(CCNc3ncncc3-c3ccccc3Cl)c2c1 | -7%
c1cncc(CNc2nc(-c3ccoc3)nc3ccccc23)c1 | -18%
COc1ccccc1CN1CCCC2(CCN(C(=O)c3cnccn3)CC2)C1 | 10%
CCCCCCCC(=O)O[C@H](CC(=O)O)C[N+](C)(C)C | 2%
CN1CCCC2(CCN(C(=O)Oc3ccccc3)CC2)C1 | 8%
COc1ccccc1CNc1nc(-c2ccc(N(C)C)cc2)nc2ccccc12 | ?
CC(=O)OCC1OC(n2cnc3c(=O)[nH]cnc32)C(OC(C)=O)C1OC(C)=O (stereo not given) | 0%
CN1CCCN([C@@H](c2ccccc2)c2ccc(Cl)cc2)CC1 | 3%[21.7 µM]
O=C(c1ccco1)N1CCC2(CC1)CN(c1ccccc1)C2 | -10%

# Remaining list, next part.
Molecule | Giardia FBPA inh
C=CC[C@@H]1C=C[C@@H](O/N=C\[C@@H](OC)[C@H](C)/C=C\CC(=O)OC)[C@@H](CO)O1 | 0%[12.9 µM]
COc1ccc(-c2coc3ccc(OC4OC(COC(C)=O)C(OC(C)=O)C(OC(C)=O)C4OC(C)=O)cc3c2=O)cc1 (stereo not given) | 3%
CCOC(=O)CCN1C(=O)[C@H]2[C@H]3[C@H](O)[C@H](O)C/C(=N/O[C@@H]4O[C@@H](COC(C)=O)[C@@H](OC(C)=O)[C@@H](OC(C)=O)[C@H]4OC(C)=O)[C@@H]3CC[C@@H]2C1=O | 0%[12.9 µM]
Cc1ccccc1-c1cncnc1NCc1cccs1 | ?
CCCCS(=O)(=O)N1C2=NC(C(=O)OC)=C(C(=O)OC)[C@@H]3N(C)c4ccccc4[C@]23C[C@H]1C(=O)OC | 5%[12.9 µM]
c1ccc(CNc2ncncc2-c2ccoc2)cc1 | -8%
COc1ccc(NC(=O)N2CCC3(CC2)CCN(C(=O)c2ccncc2)CC3)cc1 | -3%
c1cncc(-c2cncnc2NC2CCNCC2)c1 | -3%
CCCCNc1nc(C)nc2c1nc(-c1ccccc1)n2CCCN(C)C | 1%
COc1ccc(-n2c(=O)c(-c3cn(C)c4ccccc34)nc3cnc(N4CCNCC4)nc32)cc1 | -11%
Nc1ncnc2nc(Cl)[nH]c12 | -9%
CCCc1cc2c(c(=O)o1)C(O)C1OC1C2=O (stereo not given) | -4%[12.9 µM]

# Next part.
Molecule | Giardia FBPA inh
CCC(=O)NCCC1CCc2ccc3c(c21)CCO3 (stereo not given) | 12%
CCCCCCCC#Cc1ccccc1/C=N/S(=O)C(C)(C)C (stereo not given) | 0%[12.9 µM]
O=C(c1csnn1)N1CCC2(CC1)CN(c1ccccc1)C2 | -7%
S=c1ccss1 | -8%
O=C(c1cnccn1)N1CCC2(CCN(Cc3nccs3)CC2)CC1 | 9%
CCCn1c(-c2ccc(F)cc2)nc2c(NCCN(C)C)nc(C)nc21 | 3%
CC#CCN1c2ccccc2[C@]23C[C@@H](C(=O)OC)N(C(=O)COCc4ccccc4)C2=NC(C(=O)OC)=C(C(=O)OC)[C@H]13 | 0%[12.9 µM]
C[C@@]12C(=O)OC(=O)[C@]1(C)[C@H]1CC[C@@H]2O1 | 4%[21.7 µM]
N#Cc1ccc(CN2CCCC3(CCN(C(=O)c4ccncc4)CC3)C2)cc1 | 2%
Cc1ccc(C(=O)OC[C@H]2O[C@H](Cl)C[C@@H]2OC(=O)c2ccc(C)cc2)cc1 | -1%
COC(=O)C(/C=C/C(C)Cc1cc(Br)cc(OCc2ccccc2)c1OC)OCc1ccccc1 (stereo not given) | -2%[12.9 µM]
CO/N=C(\C)CCN1CCCCc2nc(C)c(C)cc21 | -3%[12.9 µM]

# Remaining list, next part.
Molecule | Giardia FBPA inh
C[C@@H]1C=CCC(=O)OC[C@H](C)C(=O)OC[C@H]2O[C@H]1C=C[C@H]2O | 2%[12.9 µM]
C[C@@H](c1ccccc1)N1C(=O)[C@H]2[C@H]3[C@H](O)[C@H](O)C/C(=N/NC(=O)OCc4ccccc4)[C@@H]3CC[C@@H]2C1=O | -2%[12.9 µM]
CS(=O)(=O)N1CCC2(CC1)CN(C(c1ccccc1)c1ccccc1)C2 | -1%
CCOC(=O)CCN1C(=O)[C@H]2[C@@H]3[C@H](O)C=CC(=O)[C@H]3CC[C@H]2C1=O | -2%[12.9 µM]
COCCNc1nc(C)nc2c1nc(-c1ccccc1)n2CCN(C)C | 2%
CC(C)c1cccc2nc3c(c(C(C)(C)C)c12)Cn1c-3cccc1=O | -12%
COc1ccc(/C=C/N(CCc2ccc(OC)c(OC)c2)C(=O)c2ccccn2)cc1 | -5%[12.9 µM]
CNC(=O)[C@H](C)/C=C(\c1cccnc1)C(NC(=O)OCc1ccccc1)c1ccc(C(=O)OC)cc1 (stereo not given in full) | 22%
CCOC(=O)OCC1OC(c2ccccc2)C=CC1Oc1ccc2oc(=O)cc(C)c2c1 (stereo not given) | 4%[12.9 µM]
CC(C)CO/N=C1/C[C@@H](O)[C@@H](O)[C@@H]2[C@@H]3C(=O)N(Cc4ccc5c(c4)OCO5)C(=O)[C@H]3CC[C@@H]12 | 3%[12.9 µM]
C=CC[C@@H]1C=C[C@@H](O/N=C\[C@@H](NS(=O)(=O)c2ccc(C)cc2)[C@H](C)/C=C\CC(=O)OC)[C@@H](CO)O1 | -1%[12.9 µM]
CC(C)C(N)C(=O)OCCOCn1cnc2c(=O)[nH]c(N)nc21 (stereo not given) | 1%

# The listing continues:
Molecule | Giardia FBPA inh
Cc1nc2cnc(OCc3ccccc3)nc2n(CCC#N)c1=O | 1%
O=C(Oc1ccccc1)N1CCC2(CCCN(Cc3nccs3)C2)CC1 | 0%
O=C(Nc1cccc(F)c1)N1CC[C@@]2(CCCN(S(=O)(=O)c3ccccc3)C2)C1 | -4%
O=c1cc(-c2cc3ccccc3oc2=O)c2ccc(O)cc2o1 | 11%
COCCNc1nc(-c2ccccc2C)nc2ccccc12 | -7%
Cc1nc(N=Nc2ccc(C(=O)O)cc2)c(COP(=O)(O)O)c(C=O)c1O | -6%
COc1ccc(CC(N)C(=O)NC2C(CO)OC(n3cnc4c(N(C)C)ncnc43)C2O)cc1 (stereo not given) | -2%
COCCn1c(=O)cnc2cnc(Oc3ccc(OC)cc3)nc21 | -27%
COC(=O)[C@@]1(Cc2ccccc2)[C@H]2c3cc(C(=O)N(C)C)n(Cc4ccsc4Br)c3C[C@H]2CN1C(=O)c1ccccc1 | 1%
Cc1nc2cnc(N3CCN(C)CC3)nc2n(C2CC2)c1=O | -8%
O=C(c1cnccn1)N1CCC[C@@]2(CCN(Cc3cc(C(F)(F)F)cc(C(F)(F)F)c3)C2)C1 | 2%
CC1CC(OC(=O)c2ccccc2O)CC(C)(C)C1 (stereo not given) | 1%

# More compounds.
Molecule | Giardia FBPA inh
COCCn1c(=O)c(-c2ccc(F)cc2)nc2cnc(Oc3ccc(OC)cc3)nc21 | -8%
CC(C)CN1CC[C@@]2(CCCN(C(=O)Oc3ccccc3)C2)C1 | -13%
CC1N(P(=O)(c2ccccc2)c2ccccc2)CC(O)(c2ccccc2)CC12CC2 (stereo not given) | -2%
N[C@H](Cc1ccc(O)cc1)C(=O)O | -5%
COc1ccc(-c2cnnc(CCCn3ccnc3-c3ccccc3)n2)cc1 | 1%[12.9 µM]
O=C(NCc1cccc2ccccc12)[C@H]1C[C@@H]1[C@H](NP(=O)(c1ccccc1)c1ccccc1)c1ccccc1 | -6%
CN(C)c1ccc(-c2nc(NCCN3CCOCC3)c3ccccc3n2)cc1 | -4%
CCCN(CCC)CCc1c[nH]c2ccc(C(N)=O)cc12 | -3%
O=C(O)C1CC[C@@](C(=O)O)(c2ccccc2)c2ccccc21 (stereo not given in full) | 0%
COC(=O)/C=C\CCc1coc(/C=C\CNC(=O)OC)n1 | -1%[12.9 µM]
COc1ccc(Oc2ncc3nc(-c4cccs4)c(=O)n(C)c3n2)cc1 | -11%
OCC1OC(c2ccc3c(c2)OCO3)C=CC1Oc1ccc(C2CCCC2)cc1 (stereo not given) | 0%[12.9 µM]

# The listing continues:
Molecule | Giardia FBPA inh
CC(C)NC(=O)N1CC2(CCN(C(=O)c3ccncc3)CC2)C1 | -1%
O=C(O)[C@H]1CN(CCCP(=O)(O)O)CCN1 | 0%&9%
COc1ccc2c(c1)O[C@H](c1ccc3c(c1)OCO3)[C@@H](OC(=O)NCc1ccco1)C2=O | -2%
CC1(C)C[C@](C)(C(=O)c2ccccc2)C=C1c1ccccc1 | 0%
CN(C)c1ccc(-c2cc(NCc3ccccc3)ncn2)cc1 | -12%
COCCn1c(=O)c(CCc2ccccc2)nc2cnc(N3CCNCC3)nc21 | 5%
O=C(Nc1cccc(F)c1)N1CC2(CCN(C(=O)c3csnn3)CC2)C1 | 3%
CCC(=O)[C@]12O[C@@]3(C4C(=O)OCCC41)N(Cc1ccccc1)C(C)=C(C(=O)OC)C(c1ccccc1)N3C2=O (stereo not given in full) | -1%[12.9 µM]
COc1ccc2c(c1)O[C@@H](c1ccc3c(c1)OCO3)[C@H](OC(=O)Nc1ccc(C)c(Br)c1)C2=O | 0%
CCN1C(=O)N[C@@H](c2ccccc2)C1=O | 0%[21.7 µM]
CCCCC[C@H](O)/C=C/C1=C(C/C=C\CCCC(=O)O)C(=O)CC1 | 4%
O=c1c(CCc2ccccc2)nc2cncnc2n1C1CC1 | 2%

# Retrieved by structure from the entries so far (2):
Molecule | Giardia FBPA inh
O=C(O)[C@H]1CN(CCCP(=O)(O)O)CCN1 | 0%&9%
CCN1C(=O)N[C@@H](c2ccccc2)C1=O | 0%[21.7 µM]

# An excerpt from above in order of number of heavy atoms, falling:
Molecule | Giardia FBPA inh
CCC(=O)[C@]12O[C@@]3(C4C(=O)OCCC41)N(Cc1ccccc1)C(C)=C(C(=O)OC)C(c1ccccc1)N3C2=O (stereo not given in full) | -1%[12.9 µM]
COc1ccc2c(c1)O[C@@H](c1ccc3c(c1)OCO3)[C@H](OC(=O)Nc1ccc(C)c(Br)c1)C2=O | 0%
COc1ccc2c(c1)O[C@H](c1ccc3c(c1)OCO3)[C@@H](OC(=O)NCc1ccco1)C2=O | -2%
CCCCC[C@H](O)/C=C/C1=C(C/C=C\CCCC(=O)O)C(=O)CC1 | 4%
CC1(C)C[C@](C)(C(=O)c2ccccc2)C=C1c1ccccc1 | 0%
O=C(O)[C@H]1CN(CCCP(=O)(O)O)CCN1 | 0%&9%

# Other results:
Molecule | Giardia FBPA inh
CCCCCCCCCCCCCCCC(=O)NCCCC(=O)O | 6%
CCOC(=O)c1c(C)cc(OC)cc1O | 0%
Nc1c[n+](N2CCOCC2)no1 | 2%
CC(C)CN1CCCC2(CCN(S(=O)(=O)c3ccccc3)CC2)C1 | 1%
CCOC(=O)C(CCc1ccccc1)NC(C)C(=O)N1C(C(=O)O)CC2CCCC21 (stereo not given) | -3%
Cc1noc(C)c1-c1cncnc1N(C)Cc1ccco1 | -1%
CCNc1ncc2nc(-c3cn(C)c4ccccc34)c(=O)n(Cc3cccc(OC)c3)c2n1 | -16%
CC(=O)[C@@H]1CC[C@H]2[C@H]3CC[C@H]4C[C@@H](O)CC[C@]4(C)[C@@H]3C(=O)C[C@@]12C | 6%[21.7 µM]
COc1cc(N)c(Cl)cc1C(=O)N[C@@H]1CN2CCC1CC2 | 1%
COc1ccc(B(O)O)cc1 | 0%
CC(=O)OCC(OC(C)=O)C(OC(C)=O)C(OC(C)=O)C(OC(C)=O)C(COC(C)=O)OC(C)=O (stereo not given) | 5%
COC(=O)N1c2ccccc2C23[C@@H]4CN5CCC[C@]6(CCC12C(O)(C6)C4=O)[C@H]53 | -27%

# Going on with the list:
Molecule | Giardia FBPA inh
CN1CCC2(CC1)CCN(C(=O)c1ccco1)CC2 | 7%
CC(C)(C)OC(=O)NCCCC1=CC2=CC(=O)C(C)(OC(=O)CCc3ccccc3)C(=O)C2=CO1 (stereo not given) | -4%&-12%
O=C1CCCC=C1[C@@H](O)CCOC(c1ccccc1)(c1ccccc1)c1ccccc1 | 2%
C=C(COC)C1=CCC(C(=O)OC)(C(=O)OC)[C@@H](C[N+](=O)[O-])c2ccccc21 | -2%&2%
C[C@@](N)(Cc1ccc(O)c(O)c1)C(=O)O | 22µM*
CN(C)c1ncc2nc(-c3cccs3)c(=O)n(C)c2n1 | 6%
